Screening results from PubChem.
CHT inh: inhibitors of human choline transporter CHT; 0.86% of 310,000 active; High affinity choline transporter 1 (Homo sapiens), Q9GZV3; B-score at 10 µM; AID 488975, 2010; CHT-expressing cells, membrane potential dye, choline response; hits give low values;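 active = B-score over 3 SD under the library average, and starting fluorescence ratio not unusually high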;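 also: choline stimulus applied at its EC90 after an EC20 pre-addition; B-score computed on integrated fluorescence ratio after choline addition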
Target sequence (Q9GZV3 whole entry, looked up): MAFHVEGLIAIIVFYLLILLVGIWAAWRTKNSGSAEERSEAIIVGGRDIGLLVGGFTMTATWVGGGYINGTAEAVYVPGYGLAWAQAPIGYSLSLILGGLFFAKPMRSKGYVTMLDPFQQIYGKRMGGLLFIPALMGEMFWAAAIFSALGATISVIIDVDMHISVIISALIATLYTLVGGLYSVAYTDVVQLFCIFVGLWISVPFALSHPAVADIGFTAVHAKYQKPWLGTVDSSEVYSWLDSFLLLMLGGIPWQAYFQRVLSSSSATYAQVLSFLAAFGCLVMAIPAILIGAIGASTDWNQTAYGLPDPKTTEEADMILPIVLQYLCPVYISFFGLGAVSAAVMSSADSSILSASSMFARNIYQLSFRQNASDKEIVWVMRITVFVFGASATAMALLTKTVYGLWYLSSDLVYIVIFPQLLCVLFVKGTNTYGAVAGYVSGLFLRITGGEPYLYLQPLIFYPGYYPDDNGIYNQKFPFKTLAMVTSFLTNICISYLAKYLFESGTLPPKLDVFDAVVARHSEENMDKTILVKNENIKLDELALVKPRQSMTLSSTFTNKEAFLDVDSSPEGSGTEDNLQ
STK33 inh: inhibitors of purified STK33 kinase, primary screen, biochemical, ADP-Glo luminescence, homogeneous, cell-free | AID 2661, 2010 | inhibition, % at 10 µM | Serine/threonine-protein kinase 33 (Homo sapiens), Q9BYT3 | MBP phosphorylation | 0.073% of 320,000 active;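 active = inhibition at or above 25%, using the most active replicate where run in duplicate; inactive = inhibition below 25%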
Target sequence (Q9BYT3 whole entry, looked up): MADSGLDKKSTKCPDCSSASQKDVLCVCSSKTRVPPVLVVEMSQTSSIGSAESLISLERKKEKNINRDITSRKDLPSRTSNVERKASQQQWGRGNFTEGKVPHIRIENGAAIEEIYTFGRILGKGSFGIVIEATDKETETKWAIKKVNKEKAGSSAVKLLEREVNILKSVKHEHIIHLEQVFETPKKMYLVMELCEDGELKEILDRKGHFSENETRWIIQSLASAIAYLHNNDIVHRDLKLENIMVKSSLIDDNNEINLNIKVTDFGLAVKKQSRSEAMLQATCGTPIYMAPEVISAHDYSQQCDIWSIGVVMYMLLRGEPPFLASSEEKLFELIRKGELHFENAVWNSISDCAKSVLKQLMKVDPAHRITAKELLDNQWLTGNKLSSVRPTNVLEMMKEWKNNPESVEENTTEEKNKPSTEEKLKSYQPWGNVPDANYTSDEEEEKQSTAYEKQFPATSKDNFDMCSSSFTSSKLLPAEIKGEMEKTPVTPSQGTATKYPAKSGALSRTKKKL
CHT allo act: CHT positive allosteric modulators, primary screen, cell-based, membrane potential dye, choline EC20 | High affinity choline transporter 1 (Homo sapiens), Q9GZV3 | CHT-expressing cells; hits give high values; LV-AA mutant CHT in HEK293 cells | B-score at 10 µM | 0.49% of 310,000 active;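 active = initial fluorescence not abnormally high and integrated response B-score, plate-corrected, over 3 SD above library mean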
An asterisk follows results filed as active; i = inactive.

SMILES | CHT inh | STK33 inh | CHT allo act
CC12CN(C(=O)c3ccc([N+](=O)[O-])cc3)CC(C)(CN(C(=O)c3ccc([N+](=O)[O-])cc3)C1)C2=O | i | -1.9 | i
CCOc1ccc(S(=O)(=O)N(CC(=O)NCC2CCCO2)c2ccc(F)cc2)cc1 (stereo not given) | i | -1.1 | i
Cc1ccc(NC(=O)CSc2nnc(NC(=O)C3CC3)s2)cc1C | i | -0.7 | i
O=c1c2[nH]c3ccccc3c2ncn1Cc1ccncc1 | i | 0.3 | i
CC/C(C)=N/Nc1ccc(S(=O)(=O)N2CCCC2)cc1[N+](=O)[O-] | i | 0.6 | i
O=C(Nc1nnc(C2CCCC2)s1)C1CCC1 | i | -0.1 | i
Cc1cccc(C)c1NC(=O)c1cccc(C(=O)Nc2c(C)cccc2C)n1 | i | -2.4 | i
O=C1ON=C(c2ccccc2)/C1=C/c1ccccc1 | i | 0.7 | i
COC(=O)c1ccccc1NC(=O)NCc1cccnc1 | i | -2.7 | i
c1ccc(Oc2cccc(CN3CCOCC3)c2)cc1 | i | 3.1 | i
Cc1ccc(NC(=O)CCC(=O)N/N=C/c2cc([N+](=O)[O-])ccc2O)cc1 | i | 0.4 | i
CCC(=O)Nc1ccc(C(=O)COC(=O)CCN2C(=O)C3CC=CCC3C2=O)cc1 (stereo not given) | i | -0.7 | i
Oc1ccccc1Cn1c(-c2ccccc2O)nc2ccccc21 | i | -0.4 | i
Cc1c[n+]([O-])ccc1Oc1ccc([N+](=O)[O-])cc1 | i | 0.7 | i
CC(=O)N1CCN(C(=O)c2ccc(NS(=O)(=O)c3cc(C)ccc3C)cc2)CC1 | i | -0.8 | i

15 consecutive records from above:
SMILES | CHT inh | STK33 inh | CHT allo act
CC12CN(C(=O)c3ccc([N+](=O)[O-])cc3)CC(C)(CN(C(=O)c3ccc([N+](=O)[O-])cc3)C1)C2=O | i | -1.9 | i
CCOc1ccc(S(=O)(=O)N(CC(=O)NCC2CCCO2)c2ccc(F)cc2)cc1 (stereo not given) | i | -1.1 | i
Cc1ccc(NC(=O)CSc2nnc(NC(=O)C3CC3)s2)cc1C | i | -0.7 | i
O=c1c2[nH]c3ccccc3c2ncn1Cc1ccncc1 | i | 0.3 | i
CC/C(C)=N/Nc1ccc(S(=O)(=O)N2CCCC2)cc1[N+](=O)[O-] | i | 0.6 | i
O=C(Nc1nnc(C2CCCC2)s1)C1CCC1 | i | -0.1 | i
Cc1cccc(C)c1NC(=O)c1cccc(C(=O)Nc2c(C)cccc2C)n1 | i | -2.4 | i
O=C1ON=C(c2ccccc2)/C1=C/c1ccccc1 | i | 0.7 | i
COC(=O)c1ccccc1NC(=O)NCc1cccnc1 | i | -2.7 | i
c1ccc(Oc2cccc(CN3CCOCC3)c2)cc1 | i | 3.1 | i
Cc1ccc(NC(=O)CCC(=O)N/N=C/c2cc([N+](=O)[O-])ccc2O)cc1 | i | 0.4 | i
CCC(=O)Nc1ccc(C(=O)COC(=O)CCN2C(=O)C3CC=CCC3C2=O)cc1 (stereo not given) | i | -0.7 | i
Oc1ccccc1Cn1c(-c2ccccc2O)nc2ccccc21 | i | -0.4 | i
Cc1c[n+]([O-])ccc1Oc1ccc([N+](=O)[O-])cc1 | i | 0.7 | i
CC(=O)N1CCN(C(=O)c2ccc(NS(=O)(=O)c3cc(C)ccc3C)cc2)CC1 | i | -0.8 | i

The results go on:
SMILES | CHT inh | STK33 inh | CHT allo act
Cc1sc(NC(=O)c2cccc(N3C(=O)CCC3=O)c2)nc1-c1ccccc1 | i | 1.5 | i
CC(=O)Oc1ccc(CC(C(=O)O)N2C(=O)c3ccccc3C2=O)cc1 (stereo not given) | i | -0.3 | i
c1ccc(-c2noc(CN3CCN(c4cnccn4)CC3)n2)cc1 | i | -1.0 | i
CN(C)C(CNC(=O)c1cc(Br)ccc1Cl)c1ccco1 (stereo not given) | i | -0.9 | i
COc1ccc(C(=O)NCCc2cn3ccccc3n2)cc1 | i | 0.5 | i
O=C(CNC(=O)c1ccc(Br)cc1)N/N=C/c1ccc[nH]1 | i | -0.6 | i
CC(Oc1ccccc1)C(=O)N=Nc1c(O)[nH]c2ccc([N+](=O)[O-])cc12 (stereo not given) | i | -1.5 | i
O=C1c2ccccc2C(=O)N1CCc1ccccc1 | i | -1.3 | i
CCc1ccc(CN(C)CCc2ccccn2)cc1 | i | 5.2 | i
CCOc1ccc(C(CCc2ccccc2)NC(=O)c2ccccc2OC)cc1OCC (stereo not given) | i | -0.9 | i
Cc1ccc(O)c(C2=Nc3ccccc3N=C(c3ccc([N+](=O)[O-])cc3)C2)c1 | i | -1.2 | i
O=Cc1cn(CCOc2ccccc2F)c2ccccc12 | i | -0.1 | i
Brc1ccc2[nH]ncc2c1 | i | 2.1 | i
NC(=O)CSc1nc2ccccc2n1Cc1ccccc1 | i | -0.8 | i
CCN1CCN(Cc2ccc(NC(=O)c3cc(NC(=O)c4nccnc4N)cc(OC)c3)cc2C(F)(F)F)CC1 | i | 2.1 | i
COc1ccc(CCNC(=O)c2cnc(C)cn2)cc1 | i | -0.5 | i
CCOC(=O)N1CCN(C(=O)CCc2ccc(S(=O)(=O)NCCc3ccccc3)cc2)CC1 | i | -1.9 | i
COc1cccc(N2CCN(C(=O)c3cc4cc(Cl)ccc4[nH]3)CC2)c1 | i | -1.5 | i
C=CCN(c1ccccc1)S(=O)(=O)c1ccc(Cl)c(C(=O)OCC(=O)NCCCN2CCCC2=O)c1 | i | -1.8 | i
Cc1cnc(C)c(N(C)NC(=S)Nc2ccccc2)n1 | i | -3.2 | i
O=C(/C=C/c1cccc(Br)c1)NCc1ccncc1 | i | -0.3 | i
O=c1c2ccccc2[nH]c(=S)n1C1CCCCC1 | i | -0.6 | i
Cc1ccc(C(=O)N/C(=C/c2ccco2)C(=O)NCCc2c[nH]c3ccccc23)cc1 | i | -0.2 | i
COC(CNC(=O)c1ccc(CS(=O)(=O)c2ccc(Br)cc2)o1)OC | i | -1.3 | i
COc1ccc2c(c1)O[C@H](c1ccc3c(c1)OCO3)[C@@H](OC(=O)Nc1cc(OC)c(OC)c(OC)c1)C2=O | i | 0.9 | i
COc1cc2ccccc2cc1C(=O)NNC(=O)c1ccccc1O | i | -1.8 | i
C=CCSc1nc(-c2ccccc2)c2cc(Cl)ccc2n1 | i | -1.3 | i
O=c1cc(CN2CCOCC2)c2cc(Cl)c(O)cc2o1 | i | 0.3 | i
OCCCNc1nc(-c2ccccc2)c2cc(Cl)ccc2n1 | i | 0.2 | i
CCC(=O)NCCc1nc2ccccc2n1CC | i | -1.3 | i
O=C(CSc1nc(=O)n(CCCN2CCOCC2)c2c1CCC2)Nc1cccc(F)c1 | i | -0.7 | i
O=C(CN1CCN(Cc2ccccc2)C1=O)NCc1cccs1 | i | -0.3 | i
CC(NC(=O)CCN1C(=O)c2ccccc2C1=O)c1ccccc1 (stereo not given) | i | 0.4 | i
CCOc1ccc(N2CC(C(=O)Nc3cccnc3)CC2=O)cc1 (stereo not given) | i | -1.1 | i
COc1cc(/C=N/NC(=S)N/N=C/c2cc(OC)c(OC)c(OC)c2)cc(OC)c1OC | i | 2.0 | i
CCOc1ccc(C(=O)N2CCN(c3cccc(Cl)c3)CC2)cc1 | i | 0.4 | i
Cc1cc(C)cc(N(C(=O)c2csnn2)C(C(=O)NC2CCCCC2)c2cccnc2)c1 (stereo not given) | i | -1.4 | i
CC(=O)c1cn(CC(=O)NCC2CCCO2)c2ccccc12 (stereo not given) | i | -0.1 | i
COc1cccc(Cn2cnc3c(NS(=O)(=O)c4cccc(Cl)c4Cl)c(C)c(C)cc32)c1 | i | -0.6 | i
CSc1nnc(CSc2cc(C)nc(N(C)C)n2)o1 | i | -4.5 | i
COc1ccc(CCNC(=O)C2(C)CCC(=O)N2CCC(C)C)cc1OC (stereo not given) | i | -0.3 | i
NC(=O)c1ccc(NC(=O)CN2CCN(C(=O)c3ccco3)CC2)cc1 | i | -1.7 | i
Cn1c(=O)c2c(nc(NCC(O)CO)n2CCc2ccccc2)n(C)c1=O (stereo not given) | i | -1.7 | i
NS(=O)(=O)c1ccc(NC(=O)COc2ncnc3sccc23)cc1 | i | 1.4 | i
CCCC(=O)Nc1cccc(NC(=S)NC(=O)C(C)Oc2ccc(Cl)cc2Cl)c1 (stereo not given) | i | -0.6 | i
COc1ccc(NC(=O)CSc2nccn2-c2ccccc2)cc1 | i | 0.4 | i
COC(=O)c1c(C)[nH]c(C(=O)OC(C)C(=O)N(C)C2CCCCC2)c1C (stereo not given) | i | 0.0 | i
COc1ccc(C2/C=C\CN(C(=O)Nc3ccc(C(F)(F)F)cc3)CC(=O)N2Cc2ccc(F)cc2)cc1 (stereo not given) | i | -1.1 | i
COc1cc(NC(=O)c2cc(S(=O)(=O)N3CCCCC3)c[nH]2)cc(OC)c1 | i | -0.1 | i
COc1ccc(NC(=S)N2CCC(NC(=O)c3cccc(C)c3)CC2)cc1 | i | -1.4 | i
O=C(NCc1ccccn1)c1ccccc1OCc1ccc(F)cc1 | i | -0.2 | i
Cn1ccnc1SCCNC(=O)CCc1nnc(CCCCc2ccccc2)o1 | i | 0.4 | i
Cc1c(CNCCc2ccccc2Cl)c(C(=O)O)c(C)n1-c1ccccc1 | i | 2.3 | i
O=C(NCCCn1ccnc1)c1ccc(S(=O)(=O)N2CCOCC2)cc1 | i | -0.9 | i
Cc1sc2ncnc(NCC(O)c3ccccc3)c2c1C (stereo not given) | i | -0.2 | i
CC(=O)CCc1ccc(OCCCOc2cccc3cccnc23)cc1 | i | 0.0 | i
Cc1cccc(C(=O)N2CCCC(c3nc(-c4ccc(C)o4)no3)C2)c1 (stereo not given) | i | 0.5 | i
S=C(NCCCN1CCOCC1)N1CCN(c2ccccc2)CC1 | i | 5.3 | i
CC1CCN(CCCNC(=O)CN2C(=O)CSc3ccc(S(=O)(=O)N4CCOCC4)cc32)CC1 | i | -1.9 | i
COc1ccc2c(CC(=O)N3CCN(S(=O)(=O)c4cccs4)CC3)coc2c1 | i | -1.3 | i
(listing goes on)
SMILES | CHT inh | STK33 inh | CHT allo act
Cn1ncc2c(Nc3cccc(Cl)c3)nc(Nc3cccc(Cl)c3)nc21 | i | -2.3 | i
C=CCn1c(CNC(=O)c2ccco2)nnc1SCC(=O)N1c2ccccc2Sc2ccccc21 | i | -1.5 | i
Cc1cccc2cc(CN(C(=O)c3cccc([N+](=O)[O-])c3)C(C)C)c(=O)[nH]c12 | i | -1.0 | i
Cc1cc(C)c(NC(=O)/C=C\C(=O)O)c(Cl)c1 | i | -3.9 | i
O=C1CC(/C=C/c2cccnc2)=Nc2ccccc2N1 | i | 0.4 | i
N#CCOC(=O)/C=C/c1ccc2c(c1)OCO2 | i | 0.5 | i
N#CCCn1cc(C(=O)O)c(-c2cccs2)n1 | i | -1.5 | i
COc1ccc(-c2c[n+]3c(n2-c2ccccc2)SCC3)cc1 | i | -2.4 | i
COc1ccc(C(CNC(=O)c2ccccc2C)N2CCCC2)cc1 (stereo not given) | i | -0.3 | i
Oc1c(Br)cc(/C=N/NC(=S)NCC2CCCO2)cc1Br (stereo not given) | i | -1.7 | i
O=C(Nc1cnccn1)c1ccc(Cl)cc1 | i | 1.1 | i
NC(=O)CCn1c(C(=O)c2cc(Cl)c(N)c(Cl)c2)c2ccccc2[n+]1[O-] | i | -2.1 | i
O=C(O)c1ccc(/C=N/NC(=O)c2cc(-c3cccs3)nc3ccccc23)cc1 | i | -1.9 | i
O=C(NCCN1CCOCC1)c1ccc(/C=C2\Sc3ccccc3N(Cc3ccc(F)cc3)C2=O)cc1 | i | -1.1 | i
COC(=O)/C=C1\S/C(=N/NC(=O)c2ccccc2)NC1=O | i | -1.0 | i
COc1ccc(OC)c(S(=O)(=O)N/N=C\c2cn(CC(N)=O)c3ccccc23)c1 | i | -0.3 | i
Cc1ccc(N=C(N)N=C(N)N)cc1 | i | 0.2 | i
CCOC(=O)c1c(-c2ccc(C)o2)csc1NC(=S)NC(=O)N(C)C | i | -2.5 | i
CCNc1nc(CN2CCOCC2)nc2sc3c(c12)CCC3 | i | -1.0 | i
CCOC(=O)Cn1c(=O)oc2cc(S(=O)(=O)NCc3cccs3)ccc21 | i | -2.6 | i
CC(=O)Nc1ccc(S(=O)(=O)NCc2nc(-c3cccc(C)c3)no2)cc1 | i | -0.3 | i
COc1ccc(/C(N)=N/OC(=O)c2ccco2)cc1OC | i | -0.9 | i
CCCOc1ccc(N2C(=O)CC(NCc3ccncc3)C2=O)cc1 (stereo not given) | i | -1.1 | i
CC(C)CCNC(=O)c1cn(CC(C)C)c(=O)c2c1c1ccccc1n2C | i | 0.4 | i
CCCCNC(=O)C1CCC(CNc2nc(=S)[nH]c3ccccc23)CC1 (stereo not given) | i | -0.1 | i
Cc1nc2ccccc2n1Cc1ccc(Cl)cc1 | i | -1.6 | i
C/C(=N\NC(=O)c1cc(C)[nH]n1)c1ccc(-c2ccccc2)cc1 | i | -0.1 | i
Cc1ccccc1-c1nc(CS(=O)(=O)CC(=O)NC2CCCCC2C)c(C)o1 (stereo not given) | i | -0.3 | i
CCOC(=O)c1[nH]c2cc3c(cc2c1NC(=O)CN1CCc2ccccc2C1)OCO3 | i | 0.6 | i
O=C(O)Cn1nc(-c2ccccc2)ccc1=O | i | -0.8 | i
COCCCn1c(SCC(=O)Nc2oc(C)c3c(C)n[nH]c(=O)c23)nc2sc3c(c2c1=O)CCC3 | i | -1.1 | i
CC(Sc1nnc(-c2ccncc2)n1C)C(=O)Nc1nccs1 (stereo not given) | i | -0.6 | i
Cc1ccc(/C=N/NC(=O)C[n+]2ccccc2)s1 | i | -1.3 | i
O=C(Cc1cccs1)N(c1ccccc1)C1C=CS(=O)(=O)C1 (stereo not given) | i | -0.3 | i
